Source: PubChem BioAssay (several laboratories)
PLAP inhibition: PLAP enzyme inhibitors, biochemical, luminescence, HTS (AID 690); Alkaline phosphatase, placental type (Homo sapiens); purified PLAP, luminescent substrate; higher % means a stronger effect; inhibition, % at 20 µM, or IC50 in µM where a hit was titrated; hit rate 0.08% among 96,000; in the data active = a potency from the dose series; inactive = the rest, 99 in 100 with inhibition below about 30%; also: strong numbers were not always called active
IL1B NFkB inh: inhibitors of IL-1B driven NFkB p65 nuclear import, primary screen, imaging, HUVEC, IL-1B stimulus, high-content imaging; HUVEC IL-1B NFkB p65 nuclear translocation imaging; inhibition, % at 2 µM; hit rate 0.43% among 94,000;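 active = inhibition above about 30% together with a positive call from visual inspection of the well image, limit read from the data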;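 also: nuclear over cytoplasmic p65 intensity ratio measured by imaging; 0% = IL-1B stimulated DMSO wells and 100% = unstimulated DMSO wells; values of inactives mirror those of a sister screen read the other way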
IL1B NFkB pot: enhancers of NFkB p65 translocation in HUVEC – imaging, IL-1B stimulus, high-content imaging, primary screen. HUVEC IL-1B NFkB p65 nuclear translocation imaging. activation, % at 2 µM. hit rate 0.3% among 94,000;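 active = activation above 40%, about the mean plus 3 SD, also judged a hit on visual image review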;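 also: percent activation is computed from the nuclear over cytoplasmic p65 intensity ratio; values of inactives mirror those of a sister screen read the other way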
Bcl-B TR3 displacers: displacers of TR3 peptide from Bcl-B, primary screen, selectivity assay for Bfl-1 inhibitor project, biochemical, fluorescence polarization; FP displacement of FITC-TR3 peptide from Bcl-B; higher % means a stronger effect; one-dose displacement, % at 20 µM; IC50 in µM for titrated hits; hit rate 0.11% among 96,000; AID 748, 2007;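 active = displacement above 50% at 20 µM plus a fluorescence interference ratio under 1.5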;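 also: plate controls were wells without compound for no effect and wells lacking Bcl-B protein for full effect; a part of the inactive calls stands beside numbers as strong as those of hits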
MRP resist rev: reversal of MRP1-mediated doxorubicin resistance, primary screen, H69AR cells, doxorubicin co-treatment; H69AR cells + 2 uM doxorubicin, CellTiter-Glo, 72 h; differential viability (reversal), % at 10 µM; hit rate 0.04% among 85,000;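 active = viability drop by adding the cancer drug above about 55%, with treated viability meeting a 40% cutoff, limit read from the data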;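 also: viability without doxorubicin minus viability with 2 µM doxorubicin for each compound; larger differential means the compound sensitizes cells more to doxorubicin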
MRP resist rev cytotoxicity: second read-out of MRP resist rev, no call of its own (marks repeat the call); viability, %; H69AR cells, CellTiter-Glo, 72 h; measured here: cytotoxicity without doxorubicin
MRP resist rev with doxorubicin: also measured in MRP resist rev; calls as there; viability, %; measured here: viability with 2 uM doxorubicin; stronger effect = lower value
IL1B NFkB inh cell count 2 µM: also measured in IL1B NFkB inh; calls as there; cell count; measured here: cells passing quality filter;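 raw number of nuclei counted in each imaged well without normalization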
IL1B NFkB pot cell count 2 µM: recorded beside IL1B NFkB pot, whose call it bears; cell count; measured here: cells passing quality filter
Numbers without * were called inactive; x = no result given. The list is partial. The share of hits here may be higher or lower than overall.

SMILES	PLAP inhibition	IL1B NFkB inh	IL1B NFkB inh cell count 2 µM	IL1B NFkB pot	IL1B NFkB pot cell count 2 µM	Bcl-B TR3 displacers	MRP resist rev	MRP resist rev cytotoxicity	MRP resist rev with doxorubicin
COC(=O)c1c(NC(=O)C(C)C)sc2c1C(C(=O)OC)CC2 (configuration not stated)	x	5.0	113	-5.0	113	x	21.3	64.1	42.8
O=C(C1CCN(C2CC(=O)N(c3ccc(F)cc3)C2=O)CC1)N1CCOCC1 (configuration not stated)	1.2%	-2.4	102	2.4	102	-3.2%	9.6	106.8	97.2
COc1cc(-c2nnn(CC(=O)NC3CCS(=O)(=O)C3)n2)ccc1OCc1ccccc1 (configuration not stated)	-44.1%	-6.6	128	6.6	128	-1.3%	1.8	88.6	86.8
CN(C)S(=O)(=O)c1cccc(C(=O)N2CCN(Cc3ccccc3)CC2)c1	-30.1%	-4.7	116	4.7	116	5.5%	2.7	93.7	91.0
CCN(CC)S(=O)(=O)c1ccc2nc(COC(=O)c3n[nH]c4ccccc34)[nH]c2c1	-82.0%	-24.4	180	24.4	180	-18.2%	5.7	90.6	84.9
O=C(Nc1ccc2c(c1)OCO2)c1ccc(Br)c(S(=O)(=O)N2CCCC2)c1	x	0.7	111	-0.7	111	x	-21.7	55.2	76.8
CC(=O)c1ccc(NC(=O)C2CCCN2S(=O)(=O)c2ccc(C)cc2)cc1 (configuration not stated)	14.6%	x	x	x	x	-2.5%	-5.1	93.1	98.2
O=C1NC(=Nc2ccccc2)S/C1=C\c1cccn1-c1ccccc1	-68.1%	1.1	158	-1.1	158	-70.0%	x	x	x
C1CCN(c2nc(N3CCCCC3)nc(N3CCNCC3)n2)CC1	-35.9%	-28.3	178	28.2	178	3.8%	-2.5	0.4	2.8
CS(=O)(=O)N1CCCC(C(=O)NCCc2ccc(Cl)cc2)C1 (configuration not stated)	-11.7%	2.8	140	-2.8	140	-1.7%	1.0	101.8	100.7
COc1cc(NC(=S)NC(C)=O)ccc1NC(=O)C(C)C	-11.0%	-0.3	99	0.3	99	-1.7%	x	x	x
COC(=O)CSc1n[nH]c(-c2ccncc2)n1	4.9%	-13.7	124	13.7	124	-8.8%	21.3	104.7	83.4
CN(CC(=O)Nc1ccc2c(c1)OCCO2)S(=O)(=O)c1cccc2cccnc12	-24.5%	-3.2	174	3.2	174	1.3%	5.3	86.7	81.4
CC1(C)CC2CC(C)(CN2C(=O)c2cc(-c3ccccc3O)on2)C1 (configuration not stated)	-29.3%	-8.7	80	8.7	80	-25.2%	-35.6	15.8	51.4
COc1ccc(N2C(=O)c3ccccc3NC2c2ccc(OC)c(CSc3ccccn3)c2)cc1 (configuration not stated)	10.3%	-6.7	136	6.7	136	-6.9%	x	x	x
O=C(CSc1ncccn1)Nc1ccc(N2CCOCC2)cc1	5.4%	-25.4	173	25.4	173	1.6%	x	x	x
Cc1cc(=O)oc2cc(NC(=O)C3CC(=O)N(Cc4ccccc4)C3)ccc12 (configuration not stated)	-30.1%	-23.5	172	23.5	172	-0.3%	13.4	96.1	82.7
COc1cc(OC)cc(C(=O)Nc2ccc(S(=O)(=O)Nc3cc(C)nc(C)n3)cc2)c1	-42.1%	-22.4	191	22.4	191	-7.9%	14.5	105.2	90.7
CC(=O)c1cnc(Nc2nc(C)c3ccc(C)cc3n2)nc1C	8.3%	-11.8	212	11.8	212	-4.4%	4.0	94.0	90.0
CC(=O)CCc1c(C)[nH]c2ccc(NC(C)=O)cc2c1=O	3.9%	-15.6	119	15.6	119	0.6%	-8.6	93.0	101.6
CC(C)(C)c1cc(CN2CCOCC2)c(C(=O)O)o1	-17.7%	-3.1	104	3.1	104	5.6%	-1.0	94.0	95.0
Cc1ccc(C2N(c3ccc(F)cc3)C(=O)C3CCCN32)cc1 (configuration not stated)	-44.8%	10.0	143	-10.0	143	-56.6%	7.3	95.9	88.6
CN1C(=O)NC(NC(=O)C2CCCCC2)(C(F)(F)F)C1=O (configuration not stated)	-1.7%	8.4	122	-8.4	122	-12.8%	6.0	98.0	92.1
O=c1oc2ccccc2cc1-c1nc(-c2cccs2)cs1	-31.7%	-7.5	87	7.5	87	34.7%	7.3	76.7	69.3
Fc1ccccc1N1CCN(CCCNc2ccc3nncn3n2)CC1	6.1%	9.1	200	-9.1	200	0.0%	19.1	95.7	76.5
CCOC(=O)C(CC)(CC)C(=O)/C=C/c1cccc(Br)c1	x	3.5	117	-3.5	117	x	x	x	x
CC(C)(C)C(=O)NC1CCN(S(=O)(=O)c2ccc(C(F)(F)F)cc2)CC1	-16.5%	-23.1	167	23.1	167	-0.5%	-4.7	92.9	97.5
Cc1cc(Cl)ccc1NC(=O)CN1CCC(C(O)(c2ccccc2)c2ccccc2)CC1	-32.4%	-5.7	113	5.7	113	-1.9%	x	x	x
Clc1cccc(Cl)c1CON/C=N/c1ncnc2sccc12	14.9%	-1.8	95	1.8	95	-4.9%	x	x	x
Cc1cc(C(=O)N2CCN(S(C)(=O)=O)CC2)cs1	3.8%	x	x	x	x	-13.1%	6.2	95.1	88.9
CCOC(=O)c1cn(CC(=O)Nc2ccc3c(c2)OCCO3)nn1	-5.1%	-7.8	161	7.8	161	-6.2%	4.2	95.2	91.0
COc1ccc(C2CC(=O)n3c(nc4ccccc43)S2)cc1OC (configuration not stated)	-9.2%	-10.3	69	10.3	69	-8.7%	4.1	114.9	110.8
COCCNC(=O)C(c1cccs1)N(CCc1ccccc1)C(=O)Cn1nnc2ccccc21 (configuration not stated)	2.2%	0.8	169	-0.8	169	0.1%	11.4	78.0	66.5
COc1ccc(-c2csc(Nc3cccnc3)n2)cc1OC	15.8%	7.5	176	-7.5	176	12.3%	4.7	71.4	66.8
O=C(CSc1nnc(-c2c[nH]c3ccccc23)n1-c1ccc(F)cc1)NCc1ccco1	x	2.8	121	-2.8	121	x	-20.6	52.7	73.4
O=C(NCc1ccccn1)C1COc2ccccc2O1 (configuration not stated)	-20.3%	x	x	x	x	6.8%	3.9	105.6	101.7
CCOc1nc(Nc2ccc(OC)c(Cl)c2)nc(OCC)n1	4.2%	-14.4	69	14.4	69	0.4%	-26.5	36.4	62.8
CCCCn1nc(NC(=O)c2cccs2)c2cc3cc(OC)ccc3nc21	-49.2%	3.6	164	-3.6	164	0.0%	-8.1	56.5	64.6
O=[N+]([O-])c1c(C(Cl)Cl)nn(-c2ccccc2)c1N1CCCC1	12.0%	8.9	171	-8.9	171	-2.5%	x	x	x
CC1Cc2ccccc2N1Cc1cc(=O)n2ccsc2n1 (configuration not stated)	x	-19.8	111	19.8	111	x	8.2	81.9	73.7
CC(=O)c1cccc(NC(=S)NC(=O)CC(C)C)c1	21.3%	-3.8	140	3.8	140	8.6%	x	x	x
COc1ccc(C(C(=O)NC(C)(C)C)N(Cc2cccs2)C(=O)CCC(=O)Nc2cc(C)on2)cc1 (configuration not stated)	x	0.7	133	-0.7	133	x	0.8	78.6	77.8
O=C(NCCCN1CCCC1=O)c1csc2ccccc12	7.7%	-16.3	161	16.3	161	2.2%	13.7	99.2	85.5
COc1ccc(NC(=O)c2nc[nH]c2C(=O)Nc2ccccc2C)cc1	-0.6%	-17.7	218	17.7	218	-18.0%	-11.4	19.7	31.1
O=C(NC(=O)c1ccccc1)OCC1CCCN2CCCCC12 (configuration not stated)	13.1%	-22.6	219	22.6	219	4.5%	-7.7	89.7	97.4

Ordered by heavy-atom count (smallest number first): 9 of the compounds above.
SMILES	PLAP inhibition	IL1B NFkB inh	IL1B NFkB inh cell count 2 µM	IL1B NFkB pot	IL1B NFkB pot cell count 2 µM	Bcl-B TR3 displacers	MRP resist rev	MRP resist rev cytotoxicity	MRP resist rev with doxorubicin
CC(=O)c1cccc(NC(=S)NC(=O)CC(C)C)c1	21.3%	-3.8	140	3.8	140	8.6%	x	x	x
CC1Cc2ccccc2N1Cc1cc(=O)n2ccsc2n1 (configuration not stated)	x	-19.8	111	19.8	111	x	8.2	81.9	73.7
COc1ccc(-c2csc(Nc3cccnc3)n2)cc1OC	15.8%	7.5	176	-7.5	176	12.3%	4.7	71.4	66.8
O=C(NC(=O)c1ccccc1)OCC1CCCN2CCCCC12 (configuration not stated)	13.1%	-22.6	219	22.6	219	4.5%	-7.7	89.7	97.4
COc1ccc(C2CC(=O)n3c(nc4ccccc43)S2)cc1OC (configuration not stated)	-9.2%	-10.3	69	10.3	69	-8.7%	4.1	114.9	110.8
COc1ccc(NC(=O)c2nc[nH]c2C(=O)Nc2ccccc2C)cc1	-0.6%	-17.7	218	17.7	218	-18.0%	-11.4	19.7	31.1
CCCCn1nc(NC(=O)c2cccs2)c2cc3cc(OC)ccc3nc21	-49.2%	3.6	164	-3.6	164	0.0%	-8.1	56.5	64.6
O=C(CSc1nnc(-c2c[nH]c3ccccc23)n1-c1ccc(F)cc1)NCc1ccco1	x	2.8	121	-2.8	121	x	-20.6	52.7	73.4
COCCNC(=O)C(c1cccs1)N(CCc1ccccc1)C(=O)Cn1nnc2ccccc21 (configuration not stated)	2.2%	0.8	169	-0.8	169	0.1%	11.4	78.0	66.5

Carrying on:
SMILES	PLAP inhibition	IL1B NFkB inh	IL1B NFkB inh cell count 2 µM	IL1B NFkB pot	IL1B NFkB pot cell count 2 µM	Bcl-B TR3 displacers	MRP resist rev	MRP resist rev cytotoxicity	MRP resist rev with doxorubicin
CCC(CC)NC(=O)COC(=O)c1ccc(OCC(=O)Nc2ccccc2OC)c(OC)c1	30.8%	1.5	190	-1.5	190	-8.7%	x	x	x
CCCn1c(NCc2ccco2)nc2c1c(=O)n(C)c(=O)n2C	x	-12.2	115	12.2	115	x	-1.7	84.3	86.0
O=C(Nc1ccncc1)c1ccccc1F	6.4%	-12.3	102	12.3	102	-0.1%	8.8	100.9	92.0
COc1ccc(OC)c(NC(=O)N[C@@H](Cc2ccccc2)C(=O)O)c1	-6.0%	4.2	118	-4.2	118	2.6%	0.1	99.0	99.0
Cc1cccc(Nc2nc(N)nc(CN3CCN(c4ccccc4)CC3)n2)c1	-55.1%	17.7	180	-17.7	180	1.3%	-8.6	86.7	95.3
Oc1ccccc1CNCCCNCc1ccccc1O	-79.3%	2.0	132	-2.0	132	-7.7%	16.3	89.0	72.7
Cn1c(=O)c2c(nc(OCc3cccnc3)n2Cc2ccccc2)n(C)c1=O	-40.9%	-18.3	130	18.3	130	-3.1%	2.0	75.0	73.0
Cn1nc(-c2ccc(C(=O)N3CCN(Cc4ccccc4)CC3)cc2)c2ccccc2c1=O	-52.0%	-13.0	164	13.0	164	-8.2%	20.4	89.9	69.5
CNC(=O)c1nnn(-c2ccccc2)c1C(=O)NC	8.1%	-7.5	163	7.5	163	-3.6%	6.4	96.4	90.0
Cc1cc(C)cc(OCC(=O)NC2=NCCS2)c1	6.6%	9.8	132	-9.8	132	-5.7%	-36.9	59.3	96.2
S=c1[nH]nc(-c2cccnc2)n1Cc1ccccc1	8.2%	-14.4	165	14.4	165	25.9%	5.2	91.6	86.4
COCCn1c(-c2ccc(OC)cc2)nc2oc3cc(OC)ccc3c(=O)c2c1=O	-9.7%	9.1	147	-9.1	147	-1.2%	-24.1	69.2	93.3
Cc1nn(CC(C)C)c(=S)[nH]c1=O	11.7%	x	x	x	x	-10.4%	-8.9	103.0	111.9
CCOC(=O)C1=C(c2ccccc2)OC(N)=C(C#N)C1C1CCCCC1 (configuration not stated)	9.2%	19.3	132	-19.3	132	-5.3%	4.0	78.2	74.3
